Assay outcomes deposited in PubChem by National Center for Advancing Translational Sciences (NCATS).
Pol kappa inh = DNA polymerase kappa (human) inhibition | Q9UBT6 | purified Pol kappa, fluorescent DNA synthesis assay, 10 min | Potency, µM (highest dose often 107 µM), inactives show top-dose activity, negative = inhibition, most hits filed as inhibitors | actives 0.53% (n = 400,000); further: potency means the concentration at half of the fitted maximal effect; on the % scale 0 is the no-effect control and ±100 the full control effect
Target sequence (Q9UBT6 whole entry, looked up): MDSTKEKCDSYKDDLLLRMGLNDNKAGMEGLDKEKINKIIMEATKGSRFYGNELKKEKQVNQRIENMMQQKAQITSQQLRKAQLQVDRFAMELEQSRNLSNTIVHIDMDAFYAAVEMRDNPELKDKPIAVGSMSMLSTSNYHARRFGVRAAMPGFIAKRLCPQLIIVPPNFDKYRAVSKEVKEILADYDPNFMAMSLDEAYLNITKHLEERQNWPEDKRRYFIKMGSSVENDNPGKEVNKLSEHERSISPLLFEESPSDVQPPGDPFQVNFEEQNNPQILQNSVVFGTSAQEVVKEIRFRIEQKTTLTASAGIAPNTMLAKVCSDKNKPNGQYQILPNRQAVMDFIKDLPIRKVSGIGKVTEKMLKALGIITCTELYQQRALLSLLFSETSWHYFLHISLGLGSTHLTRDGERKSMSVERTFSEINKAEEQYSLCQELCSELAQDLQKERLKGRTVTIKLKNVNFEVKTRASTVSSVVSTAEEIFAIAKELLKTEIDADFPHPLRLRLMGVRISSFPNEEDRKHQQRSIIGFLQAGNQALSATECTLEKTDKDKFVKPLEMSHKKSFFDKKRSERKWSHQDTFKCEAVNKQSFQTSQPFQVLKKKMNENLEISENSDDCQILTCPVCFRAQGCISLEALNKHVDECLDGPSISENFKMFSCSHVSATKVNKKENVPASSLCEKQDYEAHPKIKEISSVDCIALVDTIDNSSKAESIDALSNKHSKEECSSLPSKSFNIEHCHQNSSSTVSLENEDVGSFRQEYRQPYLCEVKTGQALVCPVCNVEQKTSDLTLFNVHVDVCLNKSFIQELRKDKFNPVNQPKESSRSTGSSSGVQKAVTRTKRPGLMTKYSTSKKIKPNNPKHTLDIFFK
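Enzyme at 10 nM met test compounds for 15 min at room temperature. Substrate addition (50 nM final) began the reaction, which was monitored by fluorescence at 0 and 10 min.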
Pol iota inh = inhibitors of human DNA polymerase iota | Q9UNA4 | Pol iota fluorescent replication assay, 10 min | Potency, µM (doses to about 115 µM), without a hit: at the highest dose activity, negative = inhibition, usual class: inhibitors | actives 1% (n = 390,000); further: potency means the concentration at half of the fitted maximal effect
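Pol iota at 10 nM preincubated 15 min with compounds at room temperature; reaction started with fluorescent substrate, 50 nM final. Fluorescence read kinetically at 0 and 10 min; buffer-only wells as negative control.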
POLB inh = DNA polymerase beta (human) inhibition | P06746 | Pol beta primer extension/strand displacement, fluorescence kinetic | Potency, µM (titrated, usually from 114 µM), for the others: at the highest dose activity change, negative = inhibition, actives largely listed as inhibitors | actives 1.3% (n = 340,000) | AID 485314; further: potency means the concentration at half of the fitted maximal effect; on the % scale 0 is the no-effect control and ±100 the full control effect
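Reaction started by 50 nM substrate onto compound-treated Pol beta (10 nM, 15 min preincubation, room temperature); plates read at 0 min and 10 min. Normalized concentration-effect data fitted by four-parameter Hill equation.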
Anesthetic bind = candidate novel general anesthetic via apoferritin binding; actives 0.074% (n = 350,000); Potency, µM (highest dose often 77.5 µM), for the others: at the highest dose activity change, negative = displacement, actives largely listed as inhibitors; apoferritin/1-aminoanthracene competitive binding, fluorescence; further: potency means the concentration at half of the fitted maximal effect; on the % scale 0 is the no-effect control and ±100 the full control effect; nearly all actives have a fitted effect of over 20% in size
Target sequence (P02791 2-175 limits assumed): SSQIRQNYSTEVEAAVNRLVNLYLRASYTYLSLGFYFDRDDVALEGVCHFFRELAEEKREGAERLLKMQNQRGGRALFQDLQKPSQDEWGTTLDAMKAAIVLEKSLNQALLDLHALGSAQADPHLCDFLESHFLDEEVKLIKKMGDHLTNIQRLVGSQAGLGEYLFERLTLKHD
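Concentration-response curves derived by four-parameter Hill fitting of normalized fluorescence, where compounds displaced 1-AMA from 10 uM horse apoferritin following a brief 10 min room-temperature incubation; propofol titration acted as positive control.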
ERG-DNA inh = inhibitors of human ERG Ets domain-DNA interaction | AID 624246 | actives 0.028% (n = 370,000) | Potency, µM (doses to about 76.9 µM), for the others: at the highest dose FP activity, negative = inhibition, actives largely listed as inhibitors | fluorescence polarization, His-ERG Ets domain / labelled DNA; active means well fitted inhibition curve with a large enough effect in the polarisation, with a control signal flat; inconclusive means small, poorly fitted or top-dose-only effect, or effect the other way, or a change in a side signal; inactive means no such curve, though single readings can be large or run the other way; the % refers to the polarisation;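 further: polarization taken with two DNA probes labelled with fluorescein and Texas red; potency means the concentration at half of the fitted maximal effect; % of control where 0% means no effect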
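His-tagged ERG Ets domain (1 uM in the protein solution; 300mM KCl, 50mM Tris-HCl, 1mM EDTA, 1mM DTT, pH 7.5) received compound, then a probe mix of 5 nM fluorescein-DNA and 100nM Texas-615-DNA. Fluorescence polarization was read for both dyes.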
APE1 inh = APE1 (human) endonuclease inhibition. P27695. recombinant APE1, TAMRA/BHQ-2 abasic DNA cleavage fluorescence. Potency, µM (doses to about 65.8 µM), for inactives: at the top dose activity change, negative = inhibition, hits mostly inhibitors. actives 0.35% (n = 350,000). AID 2517;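 further: potency means the concentration at half of the fitted maximal effect; plate controls were vehicle for no effect and reference inhibitor for full effect; nearly all actives have a fitted effect of over 55% in size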
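APE1 at 0.75 nM final was preincubated with compound 15 min at room temperature, then 50 nM double-stranded THF abasic-site substrate (5'-TAMRA/3'-BHQ-2) was added. Fluorescence (ex 525/em 598 nm) was read kinetically; third-minus-first read gave activity.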
BLM helicase inh = inhibitors of human Bloom syndrome helicase BLM; recombinant BLM DNA unwinding, fluorescence dequenching; Potency, µM (series often up to 56.1 µM), for the others: at the highest dose activity change, negative = inhibition, most hits filed as inhibitors; actives 0.2% (n = 350,000); AID 2528;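 further: potency means the concentration at half of the fitted maximal effect; plate controls were vehicle for no effect and no enzyme for full effect; nearly all actives have a fitted effect of over 35% in size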
12-LOX inh = ALOX12 (human) lipoxygenase inhibition; purified 12hLO, xylenol orange hydroperoxide absorbance; Potency, µM (doses to about 108 µM), for the others: top-dose activity change, negative = inhibition, hits mostly inhibitors; actives 1.1% (n = 580,000); further: potency means the concentration at half of the fitted maximal effect; on the % scale 0 is the no-effect control and ±100 the full control effect
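Purified human 12hLO at 150 nM in 25 mM Hepes, 0.01% Triton X-100, pH 7.0, preincubated 15 min at room temperature with compound. Reaction started with 40 uM arachidonic acid, 30 min at room temperature. Hydroperoxide measured by Fe-xylenol orange, 573/405 nm absorbance ratio.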
TRHR agonist = agonists of human TRH receptor. P34981. TRHR cells, calcium flux fluo-8, FDSS agonist mode. activation, % at 2 µM. actives 0.18% (n = 360,000). AID 493084; in the data active means activation above about 30%; further: 0% is about no effect
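TRHR-expressing cells, plated overnight in medium with 10% serum, were loaded with fluo-8 calcium dye at room temperature. After a 10 s baseline, library compound was pin-added and calcium release was recorded kinetically (ex 480/em 530) as agonist response.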
The depositor's hits bear a star; ? = inconclusive; / = not tested or not shown; & = joins results of further samples; [ ] = another dose, or the depositor's remark. Unless noted, the call rests on the fitted dose curve; in most records, active means well fitted curve in the direction sought with a large enough effect; inconclusive means small, poorly fitted or top-dose-only effect, or another doubt; inactive means no such curve, though single readings can be large; an effect the other way counts as inactive or inconclusive.

SMILES	Pol kappa inh	Pol iota inh	POLB inh	Anesthetic bind	ERG-DNA inh	APE1 inh	BLM helicase inh	12-LOX inh	TRHR agonist
OCCC1CN(Cc2cnc(-c3ccccc3)s2)CCN1CCc1ccccc1 (configuration not stated)	0%	-9%	17%	-8%	0%	-6%	-3%	-23%	1.6
O=C(NS(=O)(=O)c1ccc2c(c1)OCCO2)c1ccccc1	7%	?	4%	36%[activator]	-8%	-2%	-1%	?	-0.1
O=C(Nc1cccnc1)C1CCCN(c2ncnc3c2nc2n3CCCCC2)C1 (configuration not stated)	6%	-30%	9%	-2%	-9%	74%[activator]	3%	6%	-0.6
CCOC(=O)c1c(C)c(-c2ccccc2)n(CC(=O)NCc2ccccc2)c1C	-4%	8%	11%	-2%	-2%	/	-3%	-3%	0.0
CNC(=O)CN(Cc1ccccc1)S(=O)(=O)c1ccc(Cl)cc1	0%	-2%	37%	-10%	-3%	-11%	-4%	4%	0.4
COc1ccc2nc(NC(=O)CSC(C)C(=O)Nc3cc(C)on3)sc2c1 (configuration not stated)	-13%	19%	/	/	1%	-12%	/	-21%	-0.2
CCOC(=O)C1CCN(c2c(Nc3ccc4c(c3)OCCO4)c(=O)c2=O)CC1	-10%	-18%	33%	-6%	-8%	7%	2%	-2%	0.3
CCOc1ccc(N=C2SCC(=O)N2CC)cc1	1%	101%[activator]	36%	-7%	-3%	2%	-3%	2%	-0.2
Cc1cccc(/C=C(\c2nc3ccccc3[nH]2)S(=O)(=O)c2ccccc2)c1	-9%	33%[activator]	4%	-9%	2%	5%	-4%	-11%	-0.5
O=C(NCc1ccc(-c2csnn2)cc1)c1cccs1	-12%	10%	5%	-1%	-4%	1%	-8%	-14%	-0.1
COc1ccc(N2CCN(C3CCCN(Cc4ccccc4OCCO)C3)CC2)cc1 (configuration not stated)	12%	10%	39%	-2%	2%	-5%	-7%	3%	0.2
COc1ccc(/C(N)=N/OC(=O)Cc2ccc(C)cc2)cc1	-4%	60%[activator]	0%	-5%	6%	10%	-2%	-7%	-0.3
Cc1cc(C)nc(SCC(=O)Nc2ccc(S(=O)(=O)Nc3ncccn3)cc2)n1	7%	-15%	-2%	-24%	13%	-3%	0%	-1%	-0.8
O=C(CCSCCC(=O)NCC1CCCO1)NCC1CCCO1 (configuration not stated)	-13%	6%	-23%	0%	7%	-1%	-1%	-29%	0.2
COc1ccc(NC(=O)C(C)n2nc(-c3cc(C)ccc3C)c3c(c2=O)CCCC3)cc1 (configuration not stated)	0%	2%	-1%	?	5%	/	-7%	?	-1.2
O=C(CSc1nc(Nc2ccccc2)nc(N2CCOCC2)n1)Nc1ccccc1Cl	-11%	-1%	?	3%	/	0%	-10%	-11%	-0.9
COc1cc(/C=N/NC(=O)COc2ccccc2[N+](=O)[O-])ccc1OC(=O)c1ccco1	-3%	80%[activator]	-17%	-8%	-17%	-1%	-7%	-11%	0.8
CCOc1ccccc1NS(=O)(=O)c1cc2[nH]c(=O)c(=O)[nH]c2cc1C	-8%	-9%	32%	-1%	6%	/	1%	-18%	0.3
Cc1ccccc1OCC(=O)Nc1ccc(C(=O)OCc2cc(=O)n3c(C)csc3n2)cc1	-7%[60.1 µM]	24%	?	6%	11%	/	-5%	-23%	0.8
CCN(CC)C(=O)[C@H]1CC(CC(=O)NC/C=C(\C)CCC=C(C)C)C(=O)N2CCc3c([nH]c4ccc(OC)cc34)[C@]12C (some centres not stated)	-18%	16%	/	/	-7%	-31%	/	-53%	/

Some of these compounds in order of number of heavy atoms, highest first.
SMILES	Pol kappa inh	Pol iota inh	POLB inh	Anesthetic bind	ERG-DNA inh	APE1 inh	BLM helicase inh	12-LOX inh	TRHR agonist
COc1ccc(N2CCN(C3CCCN(Cc4ccccc4OCCO)C3)CC2)cc1 (configuration not stated)	12%	10%	39%	-2%	2%	-5%	-7%	3%	0.2
OCCC1CN(Cc2cnc(-c3ccccc3)s2)CCN1CCc1ccccc1 (configuration not stated)	0%	-9%	17%	-8%	0%	-6%	-3%	-23%	1.6
Cc1cccc(/C=C(\c2nc3ccccc3[nH]2)S(=O)(=O)c2ccccc2)c1	-9%	33%[activator]	4%	-9%	2%	5%	-4%	-11%	-0.5

Additional entries
SMILES	Pol kappa inh	Pol iota inh	POLB inh	Anesthetic bind	ERG-DNA inh	APE1 inh	BLM helicase inh	12-LOX inh	TRHR agonist
CCOC(=O)Cn1c(=O)n(C2CCCCC2)c2nc(-c3ccc(OC)cc3)nc(C(N)=O)c21	-9%[60.1 µM]	0%	14%	-4%	0%	/	-1%	-12%	0.1
CCOc1ncnc2c1[nH]c1ccccc12	2%	142%[activator]	6%	0%	-5%	23%	0%	2%	0.5
CN=C1SC(CC(=O)Nc2ccc(C(=O)O)cc2)C(=O)N1C (configuration not stated)	-3%	-16%	-17%	-4%	/	10%	6%	-1%	1.7
Cc1cc(=O)oc2ccc(OCC(=O)N(Cc3ccc(F)cc3)Cc3ccco3)cc12	-10%	-1%	-22%	?	1%	-1%	-2%	?	-0.4
CCOC(=O)C1C2C=CC3(CN(c4cccc(Cl)c4)C(=O)C13)O2 (configuration not stated)	15%	16%	24%	-7%	2%	13%	-3%	340%[activator]	0.7
CC(/C=N/NC(=O)c1cccnc1)=C\c1ccccc1	-4%	97%[activator]	2%	-8%	-10%	-5%	4%	-5%	0.7
Cc1cccc(NC(=O)c2ccccc2NC(=O)C2CCCCC2)c1C	-4%	2%	14%	-2%	/	-6%	-7%	-7%	1.2
COc1ccc(C=O)cc1OS(=O)(=O)c1ccccc1[N+](=O)[O-]	3%	27%	-14%	3%	5%	-6%	0%	-1%	0.0
Cc1ccc(NC(=O)c2ccc(S(=O)(=O)C(F)F)cc2)c(C)c1	-33%	1%	55%	-6%	-13%	6%	6%	-18%	-0.9
O=S(=O)(c1ccc(-c2nnco2)cc1)N1CCCCC1	-1%	-5%	1%	-9%	0%	-3%	1%	-16%	-0.4
C=C1[C@@H](O)[C@H](CC(C)C)N(Cc2ccccc2Br)S1(=O)=O	6%&-10%	2%&-26%	/	/	0%	/	/	-12%	/
COc1cccc(Oc2ccc(C(F)(F)F)cc2NC(=O)CCc2nc3ccccc3c(=O)[nH]2)c1	-5%	7%	?	?	-1%	13%	-14%	0%	-0.9
COc1nc2ccccc2nc1N1CCN(c2ccc(F)cc2)CC1	5%	3%	6%	-4%	2%	-5%	-11%	-6%	-0.1
COc1ccc(N(C(=O)c2ccco2)C(C(=O)NC2CCCC2)c2cccs2)cc1OC (configuration not stated)	8%	7%	9%	-15%	-5%	19%	3%	-2%	0.1
O=[N+]([O-])c1ccc(COc2ccc(CNc3ccccc3)cc2)cc1	-7%	36%[activator]	41%	-4%	/	17%	-2%	-5%	0.7
O=C(COc1ncnc2c(Cl)cc(Cl)cc12)N1CCN(S(=O)(=O)c2ccccc2)CC1	-5%	-8%	-30%	-10%	0%	?	7%	20%	-0.1
CCOCCCn1c(SCC(=O)Nc2ccc(C)cc2)nc2ccccc2c1=O	-5%[60.1 µM]	-19%	-1%	-7%	-4%	/	-5%	-28%	0.2
Cc1ccc(-c2csc(N3CCN(CCCn4c(C(F)(F)F)nc5ccccc54)CC3)n2)cc1	-2%	-19%	8%	-18%	16%	-3%	-4%	9%	0.2
CCN(CC)CCCNC(=O)c1cnc(SC)nc1-c1ccccc1	-2%	-14%	0%	?	4%	/	2%	-20%	-1.0
COCCNC(=O)C(c1ccc(C)cc1)N(Cc1cccs1)C(=O)CCC(=O)Nc1ccccn1 (configuration not stated)	-4%	117%[activator]	26%	-4%	0%	6%	-1%	-7%	0.4
COc1cc2cc(C#N)c(SCC(=O)Nc3cc(C)on3)nc2cc1OC	-16%	1%	-15%	7%	10%	35%[12.4 µM]	-5%	9%	0.5
CCn1c(Cc2ccc(OC)cc2)nnc1SCC(=O)Nc1cccc(C(=O)OC)c1	-5%	7%	11%	-1%	2%	?	-6%	27%	0.2
COc1cc(C(=O)N/C(=C\c2cn(C)c3ccccc23)C(=O)N2CCN(C)CC2)cc(OC)c1OC	-12%	?	-13%	-14%	-1%	27%	1%	?	-0.1
CCCCc1c(C)c(C#N)c2nc3ccccc3n2c1Cl	/	/	-14%	48%[activator]	/	-1%	-4%	/	-0.4
COc1ccc(NC(=O)CSc2ccc3nc(-c4ccccc4)cn3n2)c(OC)c1	-3%[60.1 µM]	?	5%	90%[activator]	0%	/	1%	-22%	-0.6
CCOc1ccc(CN2CCN(CCCn3cccn3)CC2CCO)cc1 (configuration not stated)	-11%	-11%	17%	-7%	-11%	6%	3%	3%	0.4
CN(C)CCNc1oc(COc2ccc(Cl)cc2)nc1C#N	-17%	-2%	7%	2%	-1%	2%	2%	-19%&53%	0.7
Cc1cccc(C(=O)NNC(=O)c2ccc3ccccc3c2)c1	-21%	-10%	/	/	2%	/	/	-8%	/
COc1ccc(CNC(=O)C2CCN(S(=O)(=O)c3cccc4nonc34)CC2)cc1	-10%	26%	1%	-3%	11%	-6%	-4%	3%	0.2
O=C1CC(c2cccc(Br)c2)C2=C(CCCC2=O)N1 (configuration not stated)	-14%	29%	?	6%	-11%	2%	-4%	0%	0.3
Cc1ccccc1C(=O)NCC(=O)NNC(=S)NC(=O)c1ccccc1	-11%	1%	13%	-4%	-13%	3%	-1%	-29%	0.2
CCOC(=O)N1CCN(CC(=O)n2c(C)c(C)c3ccccc32)CC1	-2%	15%	1%	-10%	2%	-3%	3%	?	-0.4
Cc1[nH]nc2c1C(c1cn[nH]c1-c1ccc(F)cc1)C(C#N)=C(N)O2 (configuration not stated)	-13%	3%	16%	-8%	-1%	0%	0%	0%	0.1
O=C(Nc1cccc(Cl)c1N1CCOCC1)c1cccnc1Cl	1%	100%[activator]	2%	-13%	0%	0%	-3%	209%[activator]	-0.8

This is a subset. The share of hits here may be higher or lower than overall.
